From PubChem
M. tuberculosis GlmU = inhibition of mycobacterial GlmU enzyme – biochemical, glucosamine-1-phosphate acetyltransferase (AID 1376); M. tuberculosis GlmU acetyltransferase enzyme assay; higher % means a stronger effect; 220,000 compounds, 0.25% hits; one-dose inhibition, %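 (tested at 30 µM in the primary screen)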; IC50 in µM for titrated hits; in the data active means inhibition above about 13%;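 further: 0% = complete reaction with vehicle and 100% = reaction without substrate; strong numbers were not always called active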
Mtb RmlCD inh = inhibitors of Mycobacterium tuberculosis RmlC and RmlD coupled enzymes. P9WH09+P9WH11. RmlC+RmlD coupled enzyme assay, percent inhibition; primary screen in compound mixtures. inhibition, % at 3.6 µM. 160,000 compounds, 0.03% hits. AID 1533; in the data active means inhibition mostly above about 34%, no sharp cut-off; further: some results filed as inactive read as strong as hits
Target sequence (P9WH09 whole entry, looked up): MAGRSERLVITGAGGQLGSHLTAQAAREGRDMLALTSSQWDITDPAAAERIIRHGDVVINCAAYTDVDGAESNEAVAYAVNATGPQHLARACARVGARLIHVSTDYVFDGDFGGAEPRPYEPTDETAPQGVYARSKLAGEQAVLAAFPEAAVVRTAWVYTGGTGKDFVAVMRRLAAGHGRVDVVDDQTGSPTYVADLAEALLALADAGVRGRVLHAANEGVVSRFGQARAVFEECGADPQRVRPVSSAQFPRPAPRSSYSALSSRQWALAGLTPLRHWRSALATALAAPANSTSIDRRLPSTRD
Target sequence (P9WH11 whole entry, looked up): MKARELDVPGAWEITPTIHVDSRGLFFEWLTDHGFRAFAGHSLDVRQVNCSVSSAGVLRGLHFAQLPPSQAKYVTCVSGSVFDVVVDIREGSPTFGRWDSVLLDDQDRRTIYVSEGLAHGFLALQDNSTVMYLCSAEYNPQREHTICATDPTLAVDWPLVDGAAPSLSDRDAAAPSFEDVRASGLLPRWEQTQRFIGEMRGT
* = called active by the depositor; . = no result given.

SMILES	M. tuberculosis GlmU	Mtb RmlCD inh
CCCC(=O)Nc1cc(C)c(NC(=O)c2cccs2)cn1	-3.1%	7
OCCNc1nc(Nc2ccccc2OC(F)(F)F)nc(N2CCCC2)n1	-0.4%	.
O=C(CSc1ccccn1)Nc1cccc([N+](=O)[O-])c1	-3.0%	76
CCN(Cc1ccncc1)Cc1nc(Cc2ccccc2Cl)no1	-1.0%	.
O=C(NC(=S)NCc1ccncc1)c1ccccc1	-3.7%	11
CCC(C)C12CN3CCN(CC(C)(C3)C1=O)C2 (stereo unspecified)	-0.2%	.
COc1cc(NC(N)=S)c(OC)cc1Cl	2.2%	11
CP(C)(=O)CCC(=O)O	-2.9%	.
CN(CC1CCCO1)S(=O)(=O)c1ccc(C(=O)Nc2nccs2)cc1 (stereo unspecified)	0.6%	5
O=Cc1cccc(Oc2ccc([N+](=O)[O-])cc2[N+](=O)[O-])c1	-9.1%	9
Nc1nc(CSC(=S)N2CCN(c3ccccc3)CC2)nc(Nc2ccc(F)cc2)n1	5.5%	-2
O=C1N=C(N2CCCC2)S/C1=C\C=C\c1ccccc1	1.9%	.
C[n+]1cccc(C2C(C#N)=C(N)Oc3c2ccc2ccccc32)c1 (stereo unspecified)	-5.8%	-4
CC1(C)C=C(c2ccc(O)cc2)CC(C)(C)N1	8.0%	.
CC(C)Cn1cc(Cl)c(=O)n(CC(C)C)c1=O	-2.2%	0
O=C(Nc1cccc2ccccc12)NC1Cc2ccccc2C1	-0.4%	44
Cc1ccc(C)n1-c1ccc(N(C)C)cc1	.	-10
CC(=O)Nc1nnc(CSCc2ccc(F)cc2)s1	0.8%	-1
O=C(CC1C(=O)NCCN1CC1CCCCC1)NCc1ccc(F)cc1F (stereo unspecified)	-0.9%	.
O=C(O)c1cccc(C(=O)c2cccc(C(=O)O)c2)c1	-3.4%	-9

Profiles as entered above. Screens in order: M. tuberculosis GlmU | Mtb RmlCD inh
Record of CN(CC1CCCO1)S(=O)(=O)c1ccc(C(=O)Nc2nccs2)cc1 (stereo unspecified) = 0.6% | 5
Record of O=C(O)c1cccc(C(=O)c2cccc(C(=O)O)c2)c1 = -3.4% | -9

Further results follow.
SMILES	M. tuberculosis GlmU	Mtb RmlCD inh
CCC(C(=O)N1CCN(c2ccccc2OC)CC1)c1ccccc1 (stereo unspecified)	-2.0%	-11
C=C(C)C(=O)O[C@H]1C/C(C)=C\C(=O)/C=C(\C)[C@H](O)[C@@H]2OC(=O)C(=C)[C@@H]21	-1.7%	14
Cc1cccc2c1CC(C)(C)N=C2C1=C(O)CC(C)(C)CC1=O	0.6%	.
Cc1nc2sc3c(c2c(=N)n1N)CCCC3	-4.5%	6
Cc1nccn1CCC(=O)Nc1ccc(Cl)cc1	-4.0%	11
CCCc1[nH]c(=O)c(C#N)c2c1CCCC2	-1.0%	5
C/C(=C\C(=O)Nc1cscc1C)C(=O)O	-1.5%	-7
CN1CCN(C(=O)C2CCN(S(=O)(=O)c3cnc[nH]3)CC2)CC1	-0.5%	4
COc1ccc2c3c(c(=O)oc2c1OCC(=O)C(C)(C)C)CCCC3	0.5%	3
CN(Cc1nc2ccccc2c(=O)[nH]1)c1ccccc1	0.6%	11
Cn1ccnc1-c1nnn(-c2ccc(Cl)c(Cl)c2)n1	-1.9%	.
Cc1ccc(/C=C2/SC(=S)N(CCC(=O)N3CCN(c4ccccc4)CC3)C2=O)cc1	.	-3
CCOC(=O)N1CCC(NC(=O)C(NS(=O)(=O)c2cccc3nsnc23)c2ccccc2)CC1 (stereo unspecified)	-1.1%	10
Cc1cc(=O)oc2c1c(C)nn2-c1cccc(Cl)c1	2.2%	-13
CN(C)CCN=Cc1c(O)n(CCC2=CCCCC2)c(=O)[nH]c1=O	8.5%	7
CC(C)[C@H](NC(=O)c1ccco1)C(=O)OCC(=O)N(C)c1ccccc1	.	-7
C/C(=N\NC(=O)c1cccc(C)c1)c1ccc(N2CCOCC2)cc1	.	11
COc1ccc(C(=O)N2CCCC(c3nc(-c4cccs4)no3)C2)cc1 (stereo unspecified)	-2.9%	-35
COc1ccccc1NC=C1C(=O)OC(C)(C)OC1=O	3.5%	.
COc1ccc(C(=O)NC(=S)NCC2CCCO2)cc1 (stereo unspecified)	2.6%	-4
c1ccc(CSc2nc3ccccc3[nH]2)cc1	-7.3%	5
CCOC(=O)C(C)Sc1ncc(OC)c(Sc2ccc(Cl)cc2)n1 (stereo unspecified)	2.3%	7
Cc1cccc(Cc2nnc(CCC(=O)N3CCCC(CN4CCOCC4)C3)o2)c1 (stereo unspecified)	-3.7%	-4
COC(=O)c1c(NC(=O)c2cccs2)sc2c1CCCC2	0.5%	4
O=C(C1CCN(S(=O)(=O)c2cccs2)CC1)N1CCN(c2ccccc2)CC1	3.8%	-4
CC(C)Oc1ccc(CCc2nnc(SCC(=O)O)n2-c2ccccc2)cc1	-2.1%	2
O=C(Nc1nncs1)c1c(F)c(F)c(F)c(F)c1F	4.8%	.
O=C(C1=C(O)C(=O)N(CCN2CCOCC2)C1c1ccccn1)c1cccs1 (stereo unspecified)	0.1%	.
CCCN(CCC)S(=O)(=O)c1ccc(NS(=O)(=O)c2ccc(F)cc2)cc1	4.8%	-7
CC(Oc1ccc(Cl)cc1)C(=O)NNC(=S)NC(=O)c1ccco1 (stereo unspecified)	3.1%	5
Cn1cccc1-c1cc(C(=O)N/N=C/c2cccc(O)c2)[nH]n1	1.1%	0
COc1cccc(CN2CCCCC2c2cccnc2)c1 (stereo unspecified)	-1.1%	2
CCOC(=O)c1cc(OC(=O)c2ccccc2)n(-c2ccccc2)n1	2.9%	16
O=C(c1ccc2c(=O)n3c(nc2c1)CCCCC3)N1CCN(c2ccccc2)CC1	-5.3%	5
O=C(Nc1ccc(N2CCN(C(=O)c3ccco3)CC2)cc1)c1ccc(F)cc1	9.2%	25
CC1(C)C2CC=C(/C=N/NC(=S)Nc3cccnc3)C1C2 (stereo unspecified)	-2.8%	11
Cc1c(N=Nc2ccc(N(C)C)cc2)c(=O)n(-c2ccccc2)n1C	-2.3%	.
COC(=O)c1ccccc1NC(=S)NC(=O)COc1ccc(C)cc1	1.9%	.
N#CCSc1ncnc2ccccc12	1.0%	-7
CC(C)[C@@]1(NC(=O)[C@@H]2C[C@@H]3c4cccc5[nH]cc(c45)C[C@H]3N(C)C2)O[C@@]2(O)[C@@H]3CCCN3C(=O)[C@H](Cc3ccccc3)N2C1=O	-8.4%	.

Among those listed so far, these contain an aryl methoxy group.
SMILES	M. tuberculosis GlmU	Mtb RmlCD inh
COc1cc(NC(N)=S)c(OC)cc1Cl	2.2%	11
CCC(C(=O)N1CCN(c2ccccc2OC)CC1)c1ccccc1 (stereo unspecified)	-2.0%	-11
COc1ccc2c3c(c(=O)oc2c1OCC(=O)C(C)(C)C)CCCC3	0.5%	3
COc1ccc(C(=O)N2CCCC(c3nc(-c4cccs4)no3)C2)cc1 (stereo unspecified)	-2.9%	-35
COc1ccccc1NC=C1C(=O)OC(C)(C)OC1=O	3.5%	.
COc1ccc(C(=O)NC(=S)NCC2CCCO2)cc1 (stereo unspecified)	2.6%	-4
CCOC(=O)C(C)Sc1ncc(OC)c(Sc2ccc(Cl)cc2)n1 (stereo unspecified)	2.3%	7
COc1cccc(CN2CCCCC2c2cccnc2)c1 (stereo unspecified)	-1.1%	2

The listing continues:
SMILES	M. tuberculosis GlmU	Mtb RmlCD inh
CCOCc1nnc(NC(=O)c2ccc(NC(C)=O)cc2)s1	-1.4%	36
COc1ccc(C2Nc3ccccc3C(=O)N2Cc2ccco2)cc1COc1ccc(F)cc1 (stereo unspecified)	-1.8%	.
CCOC(=O)C1CCCN(CC(O)COCc2ccc3c(c2)OCO3)C1 (stereo unspecified)	8.8%	-4
COc1ccccc1NC(=O)CSc1nnc(C2CCCCC2)o1	11%	.
CCOc1ccc(CC(=O)NCC2(N3CCCCC3)CCCCC2)cc1	-1.9%	5
CC(C)C(CC(=O)NCc1ccco1)c1ccco1 (stereo unspecified)	2.6%	7
CN(CCOC(=O)c1ccccc1)Cc1ccccc1	2.1%	-11
CC1(CCc2ccc3c(c2)OCO3)NC(=O)c2ccccc2N1 (stereo unspecified)	-2.4%	.
O=C(CCc1ccccc1)Nc1cccc(-c2nnc(-c3ccco3)o2)c1	1.8%	.
COCCn1c(C)cc(C(=O)COC(=O)CCc2ccc(S(=O)(=O)N3CCOCC3)cc2)c1C	0.8%	-6
COc1ccc(-n2nc(C(=O)Nc3nc4ccc(OC)cc4s3)c3ccccc3c2=O)c(OC)c1	4.8%	4
CC(NC(=O)c1ccc2c(c1)OCCO2)c1ccc(S(N)(=O)=O)cc1 (stereo unspecified)	-0.6%	.
Cc1cccc(Cc2cnc(NC(=O)c3ccc(C)o3)s2)c1	-1.2%	2
CN(C)CCNC(=O)c1onc(CSc2ccncc2)c1C(=O)NCCN(C)C	3.4%	.
O=C(N/N=C/c1ccc(N2CCCC2)c([N+](=O)[O-])c1)c1cccnc1	-2.9%	.
CCN(CC)S(=O)(=O)c1ccc(C(=O)Nc2nnc(-c3ccco3)o2)cc1	-6.0%	-8
O=C(Cn1nnc(-c2cccs2)n1)NCc1ccccc1	-4.8%	0
COc1ccc(O)c(C2NC(CC(C)C)(C(=O)O)C3C(=O)N(Cc4ccccc4)C(=O)C23)c1 (stereo unspecified)	2.6%	.
O=C(Nc1cccc(C(F)(F)F)c1)c1cccnc1	-2.4%	8
CNc1nnc(CSc2nc3ccccc3s2)s1	3.8%	5
CC1CCc2c(sc3ncnc(N4CCOCC4)c23)C1 (stereo unspecified)	1.2%	14
O=C(/C=C/c1c(F)cccc1Cl)Nc1ncccn1	-4.6%	3
O=C(c1ccc(NC(=O)C2(c3ccccc3)CCCC2)cc1)N1CCOCC1	-4.9%	18
CCCCC(CC)C(=O)Nc1ccccc1C(=O)NC(C)C (stereo unspecified)	3.3%	11
C/C(=N\NC(=O)c1ccc(F)cc1)c1ccc(N2CCOCC2)cc1	-0.3%	-8
O=C(NC1CC1)C1=COCCO1	6.3%	-3
O=C(O)CCC(=O)Nc1ccc(Oc2ncnc3cc(Cl)ccc23)nc1	4.0%	-7
Cn1ccnc1Sc1cc(Cl)ccc1[N+](=O)[O-]	-3.3%	-5
O=C(CCC(=O)OCc1ccc(Cl)cc1)Nc1cccc([N+](=O)[O-])c1	-1.2%	9
Cc1nc(SCC(=O)c2ccc(F)cc2)c([N+](=O)[O-])[nH]1	0.1%	-6
O=c1[nH]c(=O)n(Cc2ccccc2)c(O)c1C=NCCCn1ccnc1	-3.6%	0
COc1cc(/C=C/C(=O)c2ccccc2O)cc(OC)c1OC	-4.4%	9
CC1=C(C(=O)NCc2ccc3c(c2)OCO3)C2(CCC(C)CC2)OC1=O (stereo unspecified)	6.8%	-5
O=C(O)CC1=C(O)C(=O)N(c2ccccc2)C1c1ccc(Br)cc1 (stereo unspecified)	-5.2%	.
O=C(CSc1n[nH]c(-c2ccccc2)n1)Nc1ncc(Br)cc1Br	0.0%	15
O=C(NC1=NCCS1)[C@H](Cc1ccccc1)N1C(=O)c2ccccc2C1=O	0.0%	.
CC(C)OC(=O)NCCOC(=O)Nc1cccc(Cl)c1	-2.0%	-2
CCC(=O)c1ccc2ncccc2c1	-1.6%	-12
O=C(Nc1ccc(Cl)cc1)Nc1ccc2c(c1)N1CCN=C1S2	-4.1%	-20
CCc1ccc2nc(SCC(=O)N(CC)CC)c(C#N)cc2c1	-3.3%	-2
Cc1cnc(C(=O)OCC(=O)Nc2ccc(C)c(S(=O)(=O)N3CCCCCC3)c2)cn1	-4.5%	-10
Cc1ccc(C(=O)n2c(=S)nc3ccccn32)cc1	.	8
Cc1ccc2c(c1)CCCN2C(=O)c1ccco1	-2.4%	.
O=C(O)CSc1cc(C(=O)c2ccccc2O)cn2c(=O)c3c(-c4ccccc4)csc3nc12	4.6%	10
CC(C)Cn1c(=O)c(C(=O)Nc2ccccc2S(N)(=O)=O)c(O)c2ccccc21	-1.1%	.
O=C1c2ccccc2CN1CCNS(=O)(=O)c1ccc(Cl)cc1	-7.9%	35
Cc1ccc(C(=O)NC2c3ccccc3-c3ccccc32)cc1	-0.1%	-9
O=C(O)CC(CCc1ccccc1)OC1OC(CO)C(O)C(O)C1O (stereo unspecified)	-2.2%	.
CC(C)=C1C2CCC1C(C(=O)NCCc1ccccc1)C2C(=O)O (stereo unspecified)	2.8%	-10
CCCC(=O)n1nc(NCc2ccc(OC)cc2)nc1NCc1ccc(OC)cc1	3.6%	-8
CCOC(=O)c1c(C=O)c(C)n(Cc2ccccc2Cl)c1C	-1.6%	-7
O=C(COc1ccc(Br)cc1)NCc1ccccn1	-0.7%	.
Cc1ccc2c(c1Cl)NC(C(=O)O)C1CC(Sc3ccccc3[N+](=O)[O-])C(Cl)C21 (stereo unspecified)	4.9%	.
CS(=O)(=O)N1CCN(C(=O)c2ccc(-c3ccccc3)cc2)CC1	3.1%	.
Cc1ccc(NC(=S)NCC2CCCO2)cc1 (stereo unspecified)	-2.9%	.
CCC(c1nnnn1CCc1ccccc1)N1CCN(C(=O)c2ccco2)CC1 (stereo unspecified)	-5.2%	-7
O=C(c1ccc(NC(=S)Nc2ccc(Cl)c(Cl)c2)cc1)N1CCCC1	-0.7%	-5
CNC(=S)Nc1ccc(OCc2ccccc2)cc1	1.9%	.
Cc1ccc(C(=O)NCCCn2ccnc2)cc1[N+](=O)[O-]	0.3%	.

The list is partial; count on the stated rates, not on these rows.
